# IDE cell activ: IDE (human) activation, cell-based | P14735 | AID 493087 | 340,000 tested, 0.073% active | activation, % at 5.96 µM | HEK cells, FAbeta-B cleavage, fluorescence polarization; 0% vehicle, 100% cell-free pure enzyme wells;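 active = activation above the mean of all tested compounds plus 3 SD, set per screening campaign, cut at about 17% in these data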
# Target sequence (P14735 whole entry, looked up): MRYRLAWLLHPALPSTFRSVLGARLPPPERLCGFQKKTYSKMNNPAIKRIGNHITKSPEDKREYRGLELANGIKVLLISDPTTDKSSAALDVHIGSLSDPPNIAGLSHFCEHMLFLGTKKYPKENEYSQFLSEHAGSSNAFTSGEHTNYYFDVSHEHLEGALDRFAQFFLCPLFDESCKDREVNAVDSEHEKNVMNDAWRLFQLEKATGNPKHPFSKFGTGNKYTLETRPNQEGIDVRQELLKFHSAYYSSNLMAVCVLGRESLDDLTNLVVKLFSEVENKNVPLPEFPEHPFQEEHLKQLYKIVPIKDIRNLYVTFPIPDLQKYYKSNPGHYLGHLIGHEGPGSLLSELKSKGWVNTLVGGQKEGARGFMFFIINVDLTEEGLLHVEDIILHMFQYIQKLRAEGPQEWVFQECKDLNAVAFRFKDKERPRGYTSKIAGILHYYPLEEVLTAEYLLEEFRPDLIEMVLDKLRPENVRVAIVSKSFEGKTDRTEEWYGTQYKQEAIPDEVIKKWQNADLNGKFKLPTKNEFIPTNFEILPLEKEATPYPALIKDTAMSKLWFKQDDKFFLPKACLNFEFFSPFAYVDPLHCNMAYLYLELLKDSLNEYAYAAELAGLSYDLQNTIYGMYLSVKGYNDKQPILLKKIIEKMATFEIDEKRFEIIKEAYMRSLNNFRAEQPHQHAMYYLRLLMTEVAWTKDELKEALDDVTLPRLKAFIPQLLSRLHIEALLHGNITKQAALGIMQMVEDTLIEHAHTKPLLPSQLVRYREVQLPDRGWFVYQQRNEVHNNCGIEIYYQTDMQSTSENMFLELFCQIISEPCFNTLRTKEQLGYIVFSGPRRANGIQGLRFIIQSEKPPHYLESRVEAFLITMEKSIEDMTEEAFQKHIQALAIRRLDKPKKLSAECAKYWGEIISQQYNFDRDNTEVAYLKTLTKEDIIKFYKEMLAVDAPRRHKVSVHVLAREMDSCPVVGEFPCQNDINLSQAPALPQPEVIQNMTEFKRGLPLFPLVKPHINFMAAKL
# HCV NS3 hel inh: inhibitors of Hepatitis C virus NS3 helicase | NS3 helicase DNA unwinding, Cy5 molecular beacon fluorescence | inhibition, % at 10.9 µM | 290,000 tested, 0.56% active;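 active = inhibition above the mean of all tested compounds plus 3 SD, set per campaign, cut at about 35% in these data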;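 also: 0% = DMSO wells and 100% = thioflavine S control wells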
#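 System: NS3 helicase fragment of HCV / Schedule: 1 h at 25 °C / Control set: DMSO alone as 0% and 110 µM thioflavine S as 100% / Reagent: Cy5/quencher beacon DNA duplex and ATP to start / Technique: Cy5 fluorescence / Replication: singlicate / Evaluation: % inhibition of end-to-start signal ratio versus controls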
# MEKK3 PB1 HTS: modulators (inhibitors or enhancers) of MEK5 binding to human MEKK3 PB1 domain; AID 1529; binding response (% of control), % at 10 µM; bead-based flow cytometry, Alexa488-MEK5 binding to MEKK3; actives lie on both sides; 0 = blocked by unlabeled MEK5, 100 = vehicle; 290,000 tested, 1.4% active;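 active = binding response more than 3 SD above or below the average of its plate-row segment, actives on both sides; inconclusive = wells at one plate position flagged as instrument error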;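 also: Alexa488 bead fluorescence after subtracting the streptavidin-only scavenger bead signal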
# p-CIP stab down: p/CIP protein destabilization; Q05BA5; F442A p/CIP-EGFP cells, EGFP fluorescence, 16 h; decrease of EGFP signal, % at 10 µM; 290,000 tested, 0.01% active; AID 1984;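 active = EGFP signal decrease of at least 30% at 10 µM or well 3 SD below plate mean, unless failing retest; inactive = the rest, including hits failing retest or dose response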; also: some compounds called inactive have numbers as strong as hits; many of its hits are not listed in these tables
# IMP-1 inh: inhibitors of Pseudomonas aeruginosa IMP-1 metallo-beta-lactamase; 290,000 tested, 0.45% active; purified IMP-1, nitrocefin hydrolysis, epi-absorbance fluorescence; inhibition, % at 5.6 µM;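 active = inhibition above the mean plus 3 SD of all compounds in the same screening run, cut at about 4.5% in these data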;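 also: 0% = IMP-1 with DMSO and 100% = DMSO wells lacking enzyme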
#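 system = purified recombinant IMP-1 beta-lactamase | amount = 0.2 nM IMP-1, as dispensed | medium = HEPES buffer pH 7.1 with ZnSO4 and Brij 35 | times = 25 °C, 15 min preincubation, 25 min reaction | detection = plate fluorescence quenching by hydrolysis product, ex 480/em 530 nm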
# VIM-2 inhibitor: blocks Pseudomonas aeruginosa VIM-2 metallo-beta-lactamase; AID 1527; inhibition, % at 5.6 µM; 290,000 tested, 0.89% active; purified VIM-2, nitrocefin hydrolysis, epi-absorbance fluorescence;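 active = inhibition above the mean of all tested compounds plus 3 SD, cutoff set per screening run, cut at about 7.5% in these data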;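 also: red hydrolysis product quenches plate fluorescence so inhibitors raise well fluorescence; 0% = enzyme with DMSO and 100% = DMSO without enzyme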
# DNA FID counter: displaces DNA intercalator in HCV helicase counter-screen. DNA fluorescent intercalator displacement, fluorescence. inhibition, % at 7.9 µM. 290,000 tested, 0.17% active. AID 1845; in the data active = inhibition above about 37%;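 also: 0% = vehicle and 100% = reference compound; higher means more ethidium bromide displaced from hairpin DNA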
# PHOSPHO1 inh: inhibitors of human PHOSPHO1 phosphatase; inhibition, % at 13.3 µM; 290,000 tested, 1.1% active; Q8TCT1; recombinant PHOSPHO1, absorbance phosphatase assay; in the data active = inhibition above about 60%
# SUMO HTRF inh: inhibitors of human SUMOylation (UBC9). P63279. HTRF SUMOylation assay, SAE1/SAE2 + UBC9, in vitro. inhibition, % at 35 µM. 290,000 tested, 0.36% active. AID 2006; in the data active = inhibition above about 50%, passing the limit was not always enough; inconclusive = no clear call, values can overlap the other calls; also: strong numbers were not always called active
# * hit, by the source's call; ? = inconclusive; . = no result given; [ ] = dose if it differs, or a comment.
SMILES,IDE cell activ,HCV NS3 hel inh,MEKK3 PB1 HTS,p-CIP stab down,IMP-1 inh,VIM-2 inhibitor,DNA FID counter,PHOSPHO1 inh,SUMO HTRF inh
Cc1cccc(N2CCN(C(=S)Nc3ccc4nc(N5CCN(C)CC5)cc(C)c4c3)CC2)c1C,-1,-11,30*[inhibitor],0,-2.3,0.5,0,-20,-15
CC(CCc1ccccc1)NC(=O)c1ccc(Br)o1 (stereo not given),5,0,101,-6,-0.1,0.2,-4,-7,19
COc1ccccc1C(=O)Nc1ccccc1SC(=O)c1ccccc1OC,-21,-10,110,6,-2.9,-3.0,-17,20,-4
COc1ccc(NC(C)=O)cc1NC(=O)c1ccc2ccccc2c1,0,-20,104,-2,-1.9,-1.3,-25,-1,0
CCN(CC)S(=O)(=O)c1ccc(NC(=S)NC(=O)C(C)C)cc1,1,1,105,-7,-1.1,-4.0,-9,-8,-8
CSCCC(NS(=O)(=O)c1ccc2c(c1)oc(=O)n2C)C(=O)NC1CCCc2ccccc21 (stereo not given),-1,-3,.,-11,-3.6,-0.3,-7,0,37
CCOC(=O)c1oc2ccccc2c1CN1CCOCC1,2,-4,102,-6,-4.5,0.6,-2,16,-4
Cc1cc(NC(=O)Nc2ccc(C)c(C)c2)no1,-1,11,98,-4,-3.6,-1.0,-7,37,-8
CSc1ncc(C(=O)Nc2ccc(C)cc2C)c(C)n1,0,-1,110,-4,1.6,1.8,-12,46,8
CCC(OC(=O)C1=Cc2ccccc2OC1)C(=O)NC1CCCC1 (stereo not given),0,4,126*,-5,-3.1,-0.8,-7,25,12
c1ccc(-c2ccc(C3=Nn4c(nnc4-c4cc(-c5ccccc5)n[nH]4)SC3)cc2)cc1,-4,-3,97,-8,4.3,-2.7,-1,13,20
COc1ccc(CNC(=O)C2CCN(c3nccs3)CC2)cc1,0,2,102,0,-1.1,-1.2,-4,14,39

# With a hit mark in MEKK3 PB1 HTS, of those listed so far:
SMILES | IDE cell activ | HCV NS3 hel inh | MEKK3 PB1 HTS | p-CIP stab down | IMP-1 inh | VIM-2 inhibitor | PHOSPHO1 inh | SUMO HTRF inh
Cc1cccc(N2CCN(C(=S)Nc3ccc4nc(N5CCN(C)CC5)cc(C)c4c3)CC2)c1C | -1 | -11 | 30*[inhibitor] | 0 | -2.3 | 0.5 | -20 | -15
CCC(OC(=O)C1=Cc2ccccc2OC1)C(=O)NC1CCCC1 (stereo not given) | 0 | 4 | 126* | -5 | -3.1 | -0.8 | 25 | 12

# Following part
SMILES,IDE cell activ,HCV NS3 hel inh,MEKK3 PB1 HTS,p-CIP stab down,IMP-1 inh,VIM-2 inhibitor,DNA FID counter,PHOSPHO1 inh,SUMO HTRF inh
CCCN1Cc2cccc(C(=O)NC(C)c3cccs3)c2C1=O (stereo not given),4,-9,103,0,-1.8,-2.3,-14,-2,-15
CCc1[nH]c(=O)[nH]c1C(C)S(=O)(=O)c1ccc(C)cc1 (stereo not given),5,5,103,6,-3.5,-0.9,-5,24,-6
CCN(Cc1ccccc1)S(=O)(=O)c1ccc(S(=O)(=O)N2CCN(C)CC2)cc1,-4,-1,107,10,-2.7,-2.3,-1,26,-2
CCC(C(=O)NCCCN1CCN(CC)CC1)n1nc(C)n2c(cc3occc32)c1=O (stereo not given),0,5,103,4,-0.1,-2.3,1,34,-5
O=C(CCS(=O)(=O)c1ccc(Cl)cc1)N1CCN(c2ccccc2F)CC1,5,-6,101,-3,-2.9,-4.5,-12,26,-4
CN(C(=O)c1cnc2n(c1=O)CCS2)C1CCCCC1,5,10,107,-11,-5.2,-3.9,-7,-3,0
CCOC(=O)N1CCC(NCc2c(C(=O)N(C)Cc3ccccc3)nc3ccccn23)CC1,3,-12,105,6,-1.6,-2.2,-6,-12,13
CSc1nc(-c2ccccc2)c2cc(Cl)ccc2n1,0,6,104,-1,-1.7,-3.6,-4,3,-10
CCc1nn(CC(=O)NCCCN2CCN(CC)CC2)c(=O)c2cc3occc3n12,1,-5,96,0,-1.9,0.4,-1,32,7
COCCCn1cnc2oc3nc4ccccc4nc3c2c1=O,2,4,103,1,0.2,1.8,3,-21,-7
CON/C=C(\C=Nc1ccccc1)c1ncc(C(F)(F)F)cc1Cl,2,-12,106,-10,-3.1,-1.2,-1,29,6
COc1ccc(OC)c(CCNC(=O)CN2C(=O)CC(C)(C)S(=O)(=O)c3ccccc32)c1,0,-1,87,-6,-3.2,-0.2,-20,9,16
CCCCNC(=O)c1ccccc1C(=O)NCCCC,7,-1,104,-2,-0.7,1.5,0,18,14
COc1ccc(S(=O)(=O)N2CCC(C(=O)N3CCCC3)CC2)cc1Cl,9,1,105,-2,-7.6,-1.6,-19,4,13
CCCCNC1=CC(=O)C(=O)c2ccccc21,1,-2,106,-12,-2.1,-1.6,-6,60*,91*
Cc1nn(C(C)C(=O)NCc2cccs2)c(=O)c2nn(-c3ccccc3)c(C)c12 (stereo not given),0,1,102,2,-2.5,-1.7,-30,44,4
Cc1cc2nc(C)n(CCCN)c2cc1C,4,0,100,-8,-5.1,0.6,16,60*,16
CC(=O)c1c(C)[nH]c(C(=O)CSc2ccc(F)cc2)c1C,2,-4,103,-26,-3.7,-1.6,-3,23,17
CCc1ccc(OC(C)C(=O)Nc2ccc(S(=O)(=O)Nc3cc(C)on3)cc2)cc1 (stereo not given),4,12,99,-13,-2.5,-1.7,-35,15,15
O=C1NC2(CCCCC2)C(=O)N1Cc1cccc(C(F)(F)F)c1,-2,6,100,-9,-3.2,-1.4,-12,-1,8
Cc1ccc(CC2CC(=O)N(c3cc(Cl)ccn3)C2=O)cc1 (stereo not given),-4,3,104,-2,-1.6,-2.1,-7,19,13
CCOC(=O)c1[nH]c(C)c(C(=O)OCC(=O)Nc2sc3c(c2C#N)CCCCC3)c1C,3,14,106,-2,-1.1,-0.9,0,-22,-35
COc1ccc(Br)cc1S(=O)(=O)N1CCN=C1c1ccccc1,0,-2,102,-8,-1.3,-2.8,-21,36,-5
COc1ccccc1/C=N/NC(=O)C(NC(=O)c1ccccc1)=C(C)C,4,-3,118,-3,-2.3,-4.2,-8,-2,-2
CSCCC(NC(=O)c1ccc(=O)n(C)n1)c1nc2ccccc2[nH]1 (stereo not given),0,8,100,-7,-1.4,-3.6,-2,80*,7
CCOc1ccc(C(C)NC(=O)c2ccccc2F)cc1 (stereo not given),1,-2,91,6,-2.5,-1.4,-4,5,-12
CC(C)Sc1nc2[nH]ncc2c(=O)[nH]1,5,-12,90,-10,-5.1,-3.5,-2,-98,17
Cc1ccc2c(Cl)c(C(=O)NCCc3ccccc3)sc2c1,-2,-9,95,10,-2.5,3.0,-12,2,-13
CC(C)OCCCNC(=O)c1ccc(CS(=O)(=O)Cc2ccccc2F)o1,-1,-1,102,-11,-1.9,-2.5,-6,4,-8
CC(C)c1ccc(C(=O)NN2C(=O)C3CCCCC3C2=O)cc1 (stereo not given),3,-3,82,0,0.0,-2.1,-4,-4,13
CSc1ccc(CCNC(=O)c2nn(C)c3c2CS(=O)(=O)c2ccccc2-3)cc1,-4,-13,102,-2,-0.7,0.4,-12,29,-4
Nc1nnc(SCc2ccccc2F)s1,-1,3,102,-5,-3.1,-2.6,-3,-10,15
O=C(c1ccc(Br)o1)N1CCN(C/C=C/c2ccccc2)CC1,-1,-1,112,-2,2.9,-2.2,-17,-16,2
Cc1cccc(N2C(=O)CC(N3CCC(c4nc5ccccc5[nH]4)CC3)C2=O)c1 (stereo not given),6,0,102,5,-2.9,-8.5,-12,11,5
Cc1sc2ncnc(N3CCC(C(=O)N(C)CC(=O)Nc4ccccc4Br)CC3)c2c1C,0,-1,106,-74,-4.3,-0.5,-34,24,4
Cc1ccc(C)c(SCC(=O)OCC(=O)NCc2ccccc2)c1,2,6,103,4,-0.9,-1.8,-11,19,-7
COc1ccccc1NC(=O)C(C/C=C(/C)Cl)C(C)=O (stereo not given),-3,16,101,-4,-1.2,-3.3,-1,-23,2
CC1=C(C)CC(C(=O)c2ccccc2)C(C(=O)O)C1 (stereo not given),0,2,99,-9,0.9,-0.8,-10,42,-11
O=C(COC(=O)Cn1cnc2ccccc2c1=O)NCCC1=CCCCC1,6,-2,93,-3,-3.1,-1.4,-29,-10,4
CN1CCc2c(sc(/N=C/c3cc(C(C)(C)C)ccc3O)c2C#N)C1,-4,-19,94,-8,-2.7,-0.3,5,-101,26
CC(C)S(=O)(=O)N1CCCC(C(=O)c2cccc(Cl)c2)C1 (stereo not given),-1,21,99,3,40*,1.0,-9,22,4
COc1ccc(OC)c(NC(=O)C2CCCC2)c1,0,-4,?,0,1.5,1.5,-4,-8,-22
CSc1nc(N(C)C)nc(N2CC(=O)N(CCNS(=O)(=O)c3ccc(C)cc3)C2=N)n1,1,4,124,-2,-3.8,-4.0,-11,-17,2
O=C(Oc1cccc([N+](=O)[O-])c1)c1cc(-c2ccccc2)nc2ccccc12,3,14,109,4,-2.2,-4.8,-2,23,-16
Cc1ccc(Sc2c(C=O)c3ccccc3n2C)cc1,-1,-10,106,-2,-1.8,-2.1,-5,-15,6
O=C1c2ccccc2C(=O)N1Cc1cc(-c2ccc(Cl)cc2)no1,-3,5,106,.,-1.7,-1.3,0,.,.
CCn1ncc(Br)c1C(=O)Nc1cc([N+](=O)[O-])ccc1C,0,-1,98,14,-1.7,-3.9,1,-7,0
CCCSc1ncc(Cl)c(C(=O)Nc2ccc(S(=O)(=O)Nc3ncccn3)cc2)n1,2,6,109,-6,-1.1,-1.3,-21,-2,10
CC(C)(CO)NCC(O)COc1ccc2c(c1)CCC2 (stereo not given),2,2,81,3,0.0,-0.1,0,4,-16
COc1ccc(CC(=O)NCc2cn3ccsc3n2)cc1,1,-5,105,-4,-3.4,-1.9,-1,6,10
Cc1cc(-c2onc(C)c2C(=O)Oc2ccc(Cl)cc2)no1,4,-13,100,-4,-0.2,-2.9,-10,-8,-3
O=C(N/N=C/c1ccco1)c1cc(C2CC2)nc2ccccc12,.,3,109,3,-2.0,-1.4,-1,5,4
COc1ccccc1N1C(=O)c2cccc3cccc(c23)C1=O,-1,5,97,-18,-5.4,1.1,-9,.,-8
CCOC(=O)c1cc(CC)sc1NC(=O)COC(=O)c1cc[n+]([O-])cc1,3,9,97,-10,-2.9,-1.8,1,51,-4
O=c1c2ccccc2nc2n1-c1ccccc1CCC2,5,0,98,-6,-4.2,-1.9,-6,9,6
CCc1ccc(C(=O)Nc2cc3c(cc2Cl)OCCCO3)cc1,-2,-1,90,10,-2.8,-0.5,-17,40,-12
CCc1ccc(N=c2c([N+](=O)[O-])nn(-c3ccc4c(c3)OCCO4)n2O)cc1,3,9,58,3,1.1,-1.5,4,-4,-26
Cc1nn(Cc2cccc(C(=O)Nc3ccn(Cc4ccccc4F)n3)c2)c(C)c1[N+](=O)[O-],-5,1,101,-3,-2.7,-4.2,-1,10,6

# Source: PubChem BioAssay

# An excerpt; count on the stated rates, not on these rows.
